SENP1 FRET inh: inhibitors of human SENP1 SUMO protease catalytic domain; hit rate 0.21% among 360,000; recombinant SENP1 catalytic domain, CyPet-SUMO1-YPet FRET cleavage; AID 624204; Q9P0U3; inhibition, % at 10 µM;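 active means inhibition at least 30% at 10 µM, raw YFP signal under a set limit, fluorescence ratio 0.5 to 1.5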;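 further: 0% = enzyme with DMSO and 100% = no enzyme wells; some results filed as inactive read as strong as hits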
Target sequence (Q9P0U3 419-644 limits assumed): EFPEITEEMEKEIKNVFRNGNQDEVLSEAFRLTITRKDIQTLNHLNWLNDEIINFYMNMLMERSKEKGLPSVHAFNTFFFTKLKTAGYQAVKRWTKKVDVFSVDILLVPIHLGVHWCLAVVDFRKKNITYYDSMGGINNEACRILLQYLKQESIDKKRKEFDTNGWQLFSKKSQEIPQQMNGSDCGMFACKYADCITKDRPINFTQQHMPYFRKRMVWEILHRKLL
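System: Recombinant human SENP1 catalytic domain, His6-tagged | Incubation: Enzyme reaction for 50 min at room temperature, dark | Medium: Tris pH 8 with BME, BSA, NP40 and catalase | Also added: 25 nM SUMO1 FRET substrate | Compound: 10 µM single point, 0.5% DMSO | Measured by: FRET fluorescence in CFP and YFP emission channels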
UBC13 polyUb: inhibitors of human UBC13 polyubiquitin chain formation; P61088; TR-FRET; inhibition, % at 20 µM; hit rate 0.47% among 330,000; AID 485273; in the data active means inhibition above about 45%, passing the limit was not always enough
Target sequence (P61088 whole entry, looked up): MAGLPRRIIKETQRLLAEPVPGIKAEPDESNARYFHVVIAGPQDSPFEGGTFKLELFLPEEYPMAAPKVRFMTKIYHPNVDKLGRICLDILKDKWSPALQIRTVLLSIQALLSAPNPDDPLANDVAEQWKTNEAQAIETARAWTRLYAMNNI
SENP8 block-1: inhibitors of human SENP8 protease; recombinant SENP8, Nedd8 substrate fluorescence; inhibition, % at 20 µM; hit rate 0.64% among 360,000; AID 602440; in the data active means inhibition mostly above about 40%, no sharp cut-off; inactive means mostly below about 27%
Target sequence (Q96LD8 whole entry, looked up): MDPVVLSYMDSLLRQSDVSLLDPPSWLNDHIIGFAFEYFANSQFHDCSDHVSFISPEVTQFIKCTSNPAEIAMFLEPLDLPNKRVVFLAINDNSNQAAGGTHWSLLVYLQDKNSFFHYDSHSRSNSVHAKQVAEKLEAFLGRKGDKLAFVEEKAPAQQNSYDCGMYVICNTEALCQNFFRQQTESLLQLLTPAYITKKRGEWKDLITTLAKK
PfG6PD inh: PfG6PD (Plasmodium falciparum) enzyme inhibition | PfGluPho enzyme, NADPH resazurin-diaphorase fluorescence | inhibition, % at 20 µM | hit rate 0.78% among 350,000 | AID 504690;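 active means inhibition reaching at least a set limit at 20 µM in the primary screen, cut at about 59% in these data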;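 further: 0% = DMSO wells with substrate and 100% = DMSO wells lacking glucose-6-phosphate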
SENP8 block-2: SENP8 protease inhibition; hit rate 1.2% among 330,000; Q96LD8; AID 2540; inhibition, % at 10 µM; purified SENP8, Z-RLRGG-aminoluciferin cleavage, luminescence; in the data active means inhibition above about 50%
HKDC1 inhibitor: HKDC1 (human) hexokinase inhibition; recombinant HKDC1, G6PDH/diaphorase resazurin coupled fluorescence; inhibition, % at 20 µM; hit rate 0.16% among 340,000; AID 493160;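 active means inhibition above about 35% when tested at 20 µM, limit read from the data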;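 further: plate controls were DMSO wells with enzyme for no effect and DMSO wells lacking enzyme for full effect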
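Assay system – recombinant HKDC1 (HK5) hexokinase enzyme, produced in-house · Input – HKDC1 at 5 µg/mL · Reagent – glucose plus 1 mM ATP as hexokinase substrates · Timing – 90 min reaction incubation at room temperature, dark · Measured by – G6PDH/diaphorase-coupled fluorescence, 1 mM NADP, 100 µM resazurin, 525/613 nm · Benchmarks – DMSO-enzyme wells negative, buffer-substituted wells positive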
beta cell repl: induces beta-cell replication in MIN6 cells; MIN6 cells proliferation, ATPlite luminescence, 48 h; cells starved in 0.2% serum; 100% = growth in 10% serum; proliferation, % at 10 µM; hit rate 0.29% among 330,000; AID 2380;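 active means compounds whose signal lies at least 3.5 SD above the mean of all wells on their plate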;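 further: 0% = DMSO-treated cells in low-serum medium and 100% = 10% serum control; some compounds called inactive have numbers as strong as hits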
SENP7 inh: SENP7 protease inhibition | recombinant SENP7, Z-RLRGG-aminoluciferin luminescence, 40 min | AID 434973 | hit rate 1.5% among 330,000 | inhibition, % at 5 µM | Q9BQF6;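 active means inhibition above about 50% at the single test dose, limit read from the data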;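 further: plate controls were DMSO with enzyme for no effect and no enzyme buffer wells for full effect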
SENP6 block: inhibitors of human SENP6 protease | Q9GZR1 | Recombinant SENP6 catalytic domain, aminoluciferin luminescence | inhibition, % at 10 µM | hit rate 1.8% among 330,000 | AID 2599;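 active means inhibition above about 50% at the single tested dose, limit read from the data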;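 further: plate controls were DMSO wells with enzyme for no effect and DMSO wells lacking enzyme for full effect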
Target sequence (Q9GZR1 628-1112 limits assumed): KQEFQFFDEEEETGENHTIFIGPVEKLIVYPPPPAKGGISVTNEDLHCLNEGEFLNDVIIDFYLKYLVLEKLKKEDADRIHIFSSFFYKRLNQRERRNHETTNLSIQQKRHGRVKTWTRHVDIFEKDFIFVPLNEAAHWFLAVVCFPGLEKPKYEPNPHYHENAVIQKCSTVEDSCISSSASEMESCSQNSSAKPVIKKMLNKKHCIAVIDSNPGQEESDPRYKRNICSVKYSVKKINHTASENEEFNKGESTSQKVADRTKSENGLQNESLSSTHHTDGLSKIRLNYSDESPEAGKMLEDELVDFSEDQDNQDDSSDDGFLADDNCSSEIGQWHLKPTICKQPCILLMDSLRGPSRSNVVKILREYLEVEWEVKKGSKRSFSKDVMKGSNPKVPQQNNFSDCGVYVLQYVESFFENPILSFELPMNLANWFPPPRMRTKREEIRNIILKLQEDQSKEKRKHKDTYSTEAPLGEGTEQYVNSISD
Starred values were filed as active, the others as inactive; i = inactive; / = no result given.

SMILES	SENP1 FRET inh	UBC13 polyUb	SENP8 block-1	PfG6PD inh	SENP8 block-2	HKDC1 inhibitor	beta cell repl	SENP7 inh	SENP6 block
O=C1c2ccccc2C(=O)C1c1ccnc2ccccc12	-3	-18	28	-10	85*	1	-6	99*	79*
COc1cc(OC)cc(C(=O)NCc2ccc3c(c2)OCO3)c1	1	6	12	8	10	-2	-1	10	-26
CCc1ccc(N2CC(C(=O)Nc3nccs3)CC2=O)cc1 (stereo not given)	0	-5	21	-6	-13	-4	2	-10	-15
COc1ccc(-c2c(C)nc3c(-c4ccccn4)cnn3c2N)cc1	-1	/	-277	3	/	-4	/	/	/
COc1ccc(-c2ccc3c(N)c(C(=O)c4ccc(OC)c(OC)c4)sc3n2)cc1	-22	-3	-289	-2	-3	6	-3	12	3
Cc1c(C(=O)O)cccc1-n1c(C)cc(/C=N/NC(=O)c2cc3ccccc3o2)c1C	-47	-3	-307	-17	1	-5	-1	10	2
Cn1cnnc1Sc1cc(N2CCN(S(=O)(=O)c3ccccc3)CC2)ccc1[N+](=O)[O-]	-1	-19	28	-8	9	17	-3	-2	-12
CNc1nc(-c2ccccc2)nc(-c2ccc(OC)cc2)c1C#N	0	2	-198	-6	-1	-5	-2	0	-3
CN1CCN(C(=O)c2ccccc2NC(=O)COc2ccccc2Cl)CC1	-1	7	-2	3	-3	-2	-3	-7	3
Cn1c(SCC(=O)c2ccc3c(c2)OCO3)nnc1C1COc2ccccc2O1 (stereo not given)	1	-6	1	31	3	-5	-5	9	3
CC#CC(=O)N1CCCC(Cc2cccc(OC)c2)(C(=O)OCC)C1 (stereo not given)	0	-6	5	2	-13	1	-4	-8	-3
COc1ccc(Cc2nnc(NC(=O)c3ccccc3F)s2)cc1	1	1	6	-5	10	1	-4	-1	3
O=C(NNS(=O)(=O)c1ccccc1)C1CCN(S(=O)(=O)c2ccc(Cl)cc2)CC1	2	-5	10	-4	4	-1	-3	-6	3
O=C(CNc1cc(S(=O)(=O)N2CCCC2)ccc1OCC(F)(F)F)Nc1cccc(C(F)(F)F)c1	5	-15	16	23	-7	0	-5	-6	-13
COc1ccc(CCN2CC(C(=O)N(C)Cc3ccc(C)o3)CCC2=O)cc1 (stereo not given)	-6	1	10	-11	-9	-3	-3	12	-1
Cc1cc(Nc2nc3c(c(=O)n(C)c(=O)n3C)n2C)n(-c2ccc(Cl)cc2)n1	1	-2	-198	5	-13	-5	-1	-10	-6
CNc1nc(-c2ccccc2)nnc1C(F)(F)F	0	5	9	9	-2	-8	-2	2	0
COC(=O)c1ccc(NC(=S)NCC2CC2)cc1	0	0	15	-4	-14	4	0	-6	-7
c1ccc(N2CCN(c3nc4ccccc4n4nnnc34)CC2)cc1	-16	2	-71	0	1	0	-2	0	-2
Cc1ccc(NC(=O)C2C3C=CC4(CN(Cc5cccnc5)C(=O)C24)O3)cc1 (stereo not given)	0	-9	6	9	-11	-3	-3	11	-7
CC(=O)Nc1ccc(C(=O)N2CCCc3ccccc32)cc1	-2	6	7	-20	14	-6	-1	1	-12
Cc1ccc(S(=O)(=O)c2nnn3c2nc(N2CCCCC2)c2ccccc23)cc1	2	12	-21	72*	0	-5	0	1	-6
Cc1ccc(C(=O)C(C)Oc2ccc3ccc(=O)oc3c2)cc1 (stereo not given)	-6	2	-71	-10	2	4	3	10	-4
O=C(COc1ccccc1)Nc1cc(Cl)ccc1Cl	2	-12	16	6	-22	0	-3	-3	2
Cc1ccc(Nc2nnc(SCC(=O)NC3CC3)s2)cc1	0	-2	4	27	-11	8	-2	2	-10
CCOC(=O)c1c(N)sc2c(O)c(Br)ccc12	3	-8	12	27	-3	18	1	1	4
O=C1c2cccc3c([N+](=O)[O-])ccc(c23)C(=O)N1c1nccs1	-32	-34	-291	60*	1	18	-5	7	20
CN(C(=O)COC(=O)c1ccccc1SCC(=O)N1CCCC1)C1(C#N)CCCCC1	0	0	-38	2	-12	2	-2	-9	-10
Cc1ccc(CNC(=O)c2ccc(N3CCC4(CC3)CC(c3cccc(Br)c3)=NO4)c(NC(=O)c3c(Cl)cccc3Cl)c2)cc1	-2	-21	9	7	0	-4	0	0	0
CCOC(=O)CNc1c(-c2ccc(F)cc2)nc2cnccn12	-20	21	-283	6	6	2	2	7	-11
C/C=C/c1ccc(OCC(O)CN2CCCCCCC2)c(OC)c1 (stereo not given)	0	2	33	7	10	-5	-2	2	2
COc1cccc2sc(Nc3nc4ccc(NC(C)=O)cc4s3)nc12	-7	/	-405	13	/	-10	/	/	/
CC(=O)Oc1ccc(/C=C2\N=C(C3CCCCC3)OC2=O)cc1	-12	-8	10	-15	-11	7	-4	-15	-3
CCN1CCc2nc3ccccc3c(C(=O)Nc3ccc(C#N)cc3)c2C1	-4	-13	-55	-7	-3	-10	-2	0	-11
Cc1csc(=O)n1CCC(=O)OCC(=O)Nc1ccc(Cl)cn1	3	-1	3	-9	4	-4	4	-4	-6
O=C(Oc1cccc(Cl)c1)N1CCOCC1	0	7	15	0	11	-1	-3	3	-4
CCOC(=O)Cc1csc(NC(=S)NC(=O)c2cc(OC)c(OC)c(OC)c2)n1	-2	15	19	-5	-2	0	0	-4	-23
CCCOc1ccc(Br)cc1CSC(=N)N	2	17	19	23	-6	-8	-6	-7	1
Cc1cccc(-n2ncc3c(NCCc4ccc(S(N)(=O)=O)cc4)ncnc32)c1	4	22	12	16	-1	-2	2	0	-1
COc1cc(C(=O)NCc2nnc(SCC(=O)Nc3nc4ccc(C)cc4s3)o2)cc(OC)c1OC	-4	-11	4	-26	-6	1	-1	4	-14
O=C(CCC(=O)c1ccc(F)cc1)Nc1cccc(S(=O)(=O)Nc2cccc(Cl)c2)c1	2	-5	5	-1	-4	10	0	9	2
Cc1ccc([N+](=O)[O-])cc1S(=O)(=O)N(C(=O)c1ccncc1)c1ccc2oc3c(c2c1)CCCC3	3	-12	28	-6	-11	0	-6	-5	-9
Cc1ccc(NC(=O)Nc2nc3ccc(S(C)(=O)=O)cc3s2)cc1	-1	2	-47	4	-7	-5	-4	12	-18
CCOc1ccccc1N(CC(=O)Nc1c(C)n(C)n(-c2ccccc2)c1=O)S(=O)(=O)c1ccccc1	4	0	18	2	3	-7	2	3	6
O=C(CN1CCN(C(=O)c2ccccc2F)CC1)Nc1ccc(Br)cc1	3	-11	22	4	-8	-6	-3	-10	8

6 of the compounds above, with two lines to a compound:
Values run as follows: SENP1 FRET inh | UBC13 polyUb | SENP8 block-1 | PfG6PD inh | SENP8 block-2 | HKDC1 inhibitor | beta cell repl | SENP7 inh | SENP6 block
Cc1csc(=O)n1CCC(=O)OCC(=O)Nc1ccc(Cl)cn1
    3 | -1 | 3 | -9 | 4 | -4 | 4 | -4 | -6
O=C(Oc1cccc(Cl)c1)N1CCOCC1
    0 | 7 | 15 | 0 | 11 | -1 | -3 | 3 | -4
CCOC(=O)Cc1csc(NC(=S)NC(=O)c2cc(OC)c(OC)c(OC)c2)n1
    -2 | 15 | 19 | -5 | -2 | 0 | 0 | -4 | -23
CCCOc1ccc(Br)cc1CSC(=N)N
    2 | 17 | 19 | 23 | -6 | -8 | -6 | -7 | 1
Cc1cccc(-n2ncc3c(NCCc4ccc(S(N)(=O)=O)cc4)ncnc32)c1
    4 | 22 | 12 | 16 | -1 | -2 | 2 | 0 | -1
COc1cc(C(=O)NCc2nnc(SCC(=O)Nc3nc4ccc(C)cc4s3)o2)cc(OC)c1OC
    -4 | -11 | 4 | -26 | -6 | 1 | -1 | 4 | -14

Further results follow.
SMILES	SENP1 FRET inh	UBC13 polyUb	SENP8 block-1	PfG6PD inh	SENP8 block-2	HKDC1 inhibitor	beta cell repl	SENP7 inh	SENP6 block
Cc1[nH]c(-c2ccc(F)cc2)cc1C(=O)N1CCN(c2ccccc2)CC1	-4	2	7	15	5	8	0	-3	-7
CC1(C)C2CCC1(C)C(Nc1ccccc1)C2 (stereo not given)	0	3	36	13	-4	-3	-2	1	-21
C=CCC[C@H](Cc1ccc(F)cc1)C(=O)OC[C@@H](Cc1c[nH]c2ccccc12)NC(=O)[C@H](CC=C)CC(=O)NCCO	4	37	9	22	-7	1	-4	0	2
O=C(c1ccco1)c1coc2c1cc(O)c1ccccc12	1	0	21	11	-5	5	-4	20	60*
CC1C(=O)N2CCCc3cc(NC(=O)C4CC4)cc1c32 (stereo not given)	1	2	17	3	1	-4	6	-2	-3
CC(=O)Nc1cccc(NC(=O)Nc2ccc(F)cc2F)c1	0	-9	10	12	-16	-5	1	-6	-19
Cc1nnc(NC(=O)CSc2nnc(CCc3nc4ccccc4[nH]3)n2C)s1	0	5	0	-12	3	3	2	0	0
O=C1CCC(C(=O)N2CCSCC2)CN1CCc1ccccc1 (stereo not given)	0	-8	15	0	-1	0	2	-10	-2
Cc1ccc(N2CC(C(=O)N3CCN(c4ccccn4)CC3)CC2=O)cc1 (stereo not given)	2	/	-15	3	/	3	/	/	/
CCNC(=O)CC1C(=O)N(c2ccc(OC)cc2)C(=O)N1Cc1ccc(OC)cc1 (stereo not given)	4	-4	14	5	1	-6	-3	3	-16
O=C(CSc1nc(O)c(C2CCCCC2)c(=O)[nH]1)NCC1CCCO1 (stereo not given)	1	0	29	-13	-3	2	-2	6	-9
Cc1cccc(N(CC(=O)NCc2ccc(F)cc2)C(=O)c2csnn2)c1C	6	2	6	17	-1	-7	0	3	-2
CCOc1ccc(C(=O)NCC2CCCO2)cc1 (stereo not given)	-2	5	14	9	-3	-6	5	5	3
COc1cccc(/C=N/NC(=O)CNC(=O)c2ccc(S(=O)(=O)N3CCCC3)cc2)c1OC	3	6	-52	2	1	4	0	-7	-5
CCn1c(=NC(=O)CS(=O)(=O)c2ccc(C)cc2)sc2cccc(OC)c21	-8	28	-290	15	8	25	-8	-1	-13
CCOc1ccc(C(C)=O)cc1COC(=O)c1cc([N+](=O)[O-])ccc1N1CCOCC1	2	3	17	2	-4	1	-5	9	4
COc1cc(C(=O)NCCc2nc3ccccc3n2C)cc(OC)c1OC	0	3	21	-19	0	-6	-2	-3	-14
CC(C)(O)C(=O)N/N=C\c1ccc(OC/C=C/c2ccccc2)cc1	2	-1	1	0	0	3	3	3	-5
c1ccc(Nc2cccc(Nc3ccccc3)n2)cc1	-25	6	i	57	2	14	-1	4	-6
Cc1ccc(S(=O)(=O)N2CCC[C@H]2C(=O)NCc2ccccc2Cl)cc1	-4	12	0	-5	1	-4	-4	9	-5
CC(C(=O)N1CCCc2ccccc21)N1CCN(c2ccccn2)CC1 (stereo not given)	2	-5	17	-24	-8	-6	-3	-11	-3
O=C(CCc1c[nH]c2ccccc12)N1CCN(S(=O)(=O)c2ccc(F)cc2)CC1	0	-1	-4	5	-3	5	-1	6	-2
O=C(NCc1ccc2c(c1)OCO2)c1cc2c(s1)CSC2	-3	-18	-30	15	4	-2	0	2	-12
CC(=O)c1ccc(N2CCN(C(=O)c3ccc4c(c3)OCO4)CC2)cc1	0	-2	-192	-2	-11	-5	1	9	-14
COc1cc2c(cc1OC)CN(Cc1cc(=O)oc3c(C)c(C)ccc13)CC2	-32	2	-260	2	3	-6	-1	1	18
COc1ccc(C(=O)NCCCN2CCOCC2)cc1S(=O)(=O)N1CCCc2ccccc21	-1	-6	6	1	9	-5	-2	0	21
Cc1oc(-c2cccc3ccccc23)nc1CN1CCC[C@H]1CO	-15	5	-191	8	1	-6	-4	-2	-2
Cn1c(=O)n(-c2ccccc2)c(=O)c2c3c(sc21)COC(C)(C)C3	0	5	11	-12	1	-5	0	1	-9

Hits appear at their usual frequency; 4% or so of the library scored in one or more.
